STAT3 blocker = STAT3 signaling inhibition. U3A cells, IL-6 STAT3-luciferase reporter, luminescence; host cell line lacks STAT1. inhibition, % at 5.5 µM. actives 0.89% (n = 190,000);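 active means inhibition above the mean inhibition across all screened compounds plus 3 SD, cut at about 44% in these data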;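 further: 0% = DMSO only wells and 100% = 100 µM nifuroxazide control wells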
STAT3 act = STAT3 signaling activation | U3A cells, IL-6 STAT3-luciferase reporter, luminescence; 100% = signal with IL-6 EC80 alone | actives 0.91% (n = 190,000) | activation (% of control), % at 5.6 µM;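 active means activation above the screen-wide mean of compound activation plus 3 SD, cut at about 130% in these data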;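 further: 0% = background luminescence of wells with medium and substrate only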
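Material: STAT3-luciferase reporter U3A cells; Probe or stimulus: IL-6 (33 ng/mL); Incubation: compound pre-incubation 1 h before IL-6, then 6 h stimulation at 37 °C; Technique: luminescence from STAT3-driven luciferase reporter; Evaluation: % activation versus median of IL-6-stimulated wells; Controls: IL-6-only high control.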
Hsp70 activator = switches on Hsp70 transcription. actives 0.04% (n = 200,000). HeLa Hsp70 promoter luciferase reporter, luminescence; scaled: vehicle 0, proteasome-inhibitor control 100%. activation, % at 10 µM;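 active means activation above the mean across all tested compounds plus 3 SD, cutoff set per campaign, cut at about 5.5% in these data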;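 further: 100% = MG132 at 30 µM as the positive control and 0% = DMSO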
STAT1 activator = activators of IFN-gamma induced STAT1 signaling | NIH 3T3 STAT1-luciferase reporter, luminescence; 100% = IFN-gamma alone, no compound | activation (% of control), % at 5.5 µM | actives 2.6% (n = 200,000) | AID 932;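 active means activation above the screen-wide mean activation plus 3 SD, cut at about 130% in these data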;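 further: raw ratio to IFN-gamma control signal so 100% means no change and 0% no light; values of inactives mirror those of a sister screen read the other way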
APP 5'UTR act = activates APP 5'UTR luciferase reporter. SH-SY5Y APP 5'UTR luciferase reporter, luminescence; zero percent = DMSO vehicle wells. actives 1% (n = 190,000). activation, % at 2 µM;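 active means activation above a set limit, based on mean plus 3 SD of controls, cut at about 140% in these data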; further: values of inactives mirror those of a sister screen read the other way
DTT redox prof = compounds producing H2O2 with reducing agent – biochemical, NIH compound library profiling, artefact control for MLSCN library redox annotation, primary screen; activation, % at 10 µM; DTT-dependent redox cycling H2O2, phenol red/HRP absorbance; 100% = 100 µM peroxide control, 0% = buffer; AID 878; actives 0.03% (n = 200,000);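 active means activation of at least 50% relative to the plate's high and low controls in the primary single-dose screen; inactive means activation below 50%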;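 further: compound incubated with DTT at 0.8 mM final as the reducing agent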
NF-kB neuron act = NF-kB expression increase, human neuronal cells; actives 1.6% (n = 190,000); fold change at 12.5 µM; NF-kB reporter expression; stronger effect = higher value; in the data active means fold change above about 3.3
STAT1 blocker = STAT1 signaling inhibition; NIH 3T3 STAT1-luciferase reporter, IFN-gamma, luminescence; inhibition, % at 5.5 µM; actives 0.35% (n = 200,000);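 active means inhibition above a set limit, the mean inhibition across all tested compounds plus 3 SD, cut at about 34% in these data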;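 further: 0% = IFN-gamma with DMSO and 100% = IFN-gamma with 300 µM nifuroxazide; values of inactives mirror those of a sister screen read the other way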
TLR4 MyD88 comp = inhibitors of human TLR4-MyD88 binding. O00206+Q99836. HeLa CL3-4 TLR4/MyD88 BLA complementation, FRET ratio. inhibition, % at 8.4 µM. actives 0.18% (n = 200,000); in the data active means inhibition above about 25%;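 further: 0% = vehicle and 100% = reference inhibitor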
Target sequence (O00206 whole entry, looked up): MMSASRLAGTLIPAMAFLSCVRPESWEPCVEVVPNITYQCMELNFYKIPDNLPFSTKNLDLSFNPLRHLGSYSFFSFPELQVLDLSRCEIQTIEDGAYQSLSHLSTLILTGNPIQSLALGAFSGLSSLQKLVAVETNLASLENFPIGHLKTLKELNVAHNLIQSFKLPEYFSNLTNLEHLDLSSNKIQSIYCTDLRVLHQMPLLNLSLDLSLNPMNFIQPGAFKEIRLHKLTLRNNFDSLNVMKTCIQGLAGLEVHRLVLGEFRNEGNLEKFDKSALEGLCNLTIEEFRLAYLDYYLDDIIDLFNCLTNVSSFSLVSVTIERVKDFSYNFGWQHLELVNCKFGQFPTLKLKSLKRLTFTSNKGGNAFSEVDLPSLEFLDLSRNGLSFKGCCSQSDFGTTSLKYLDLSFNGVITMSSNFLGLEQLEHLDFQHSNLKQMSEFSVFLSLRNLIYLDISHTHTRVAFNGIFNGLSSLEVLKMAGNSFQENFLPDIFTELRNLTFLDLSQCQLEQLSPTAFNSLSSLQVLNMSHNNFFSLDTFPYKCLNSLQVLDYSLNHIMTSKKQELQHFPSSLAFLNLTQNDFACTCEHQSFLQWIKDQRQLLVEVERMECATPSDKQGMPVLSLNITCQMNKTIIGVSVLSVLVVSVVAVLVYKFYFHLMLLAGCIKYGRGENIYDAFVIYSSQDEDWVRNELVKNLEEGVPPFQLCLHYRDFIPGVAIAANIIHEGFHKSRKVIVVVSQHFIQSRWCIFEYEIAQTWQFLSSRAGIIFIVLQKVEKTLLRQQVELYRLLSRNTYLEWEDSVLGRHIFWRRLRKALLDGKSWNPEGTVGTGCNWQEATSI
Target sequence (Q99836 whole entry, looked up): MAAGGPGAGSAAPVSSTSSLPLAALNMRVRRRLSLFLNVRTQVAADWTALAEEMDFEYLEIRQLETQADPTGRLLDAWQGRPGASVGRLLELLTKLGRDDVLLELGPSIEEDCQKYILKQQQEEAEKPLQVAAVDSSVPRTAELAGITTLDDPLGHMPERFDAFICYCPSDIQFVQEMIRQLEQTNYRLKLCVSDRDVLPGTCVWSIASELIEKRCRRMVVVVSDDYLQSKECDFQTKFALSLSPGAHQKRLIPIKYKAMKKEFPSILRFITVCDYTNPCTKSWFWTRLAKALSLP
Efa HMGR inh = inhibitors of class II HMG-CoA reductase from Enterococcus faecalis; purified E. faecalis HMGR, NADPH absorbance 340 nm kinetic; inhibition, % at 10 µM; actives 0.41% (n = 190,000); AID 1066;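 active means inhibition above a set limit, the median over all tested compounds plus 3 SD, cut at about 9.5% in these data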;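 further: enzyme runs in reverse so mevalonate oxidation gives rising NADPH absorbance; 0% = complete reaction with DMSO and 100% = background rate lacking mevalonate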
Active calls of the source: *; · = not tested or not shown. Compounds as they come (roughly 5.6% active in at least one column).

SMILES	STAT3 blocker	STAT3 act	Hsp70 activator	STAT1 activator	APP 5'UTR act	DTT redox prof	NF-kB neuron act	STAT1 blocker	TLR4 MyD88 comp	Efa HMGR inh
O=C(Nc1ccc(Cc2ccncc2)cc1)c1ccc(S(=O)(=O)N2CCCC2)cc1	68*	44	-0.3	79	21	-1.2	0.53	21	-10	-3
Cc1cccn2c(=O)c(C=NCCO)c(Nc3ccc(Cl)cc3)nc12	8	95	0.5	103	-5	-0.3	1.1	-3	-1	0
COC(=O)CCS(=O)(=O)c1nc(-c2ccccc2)cc(C(F)(F)F)n1	13	92	0.3	65	-21	0.3	1.1	38*	15	-2
O=C(CSc1cccc[n+]1[O-])c1cc2ccccc2o1	-1	107	0.1	112	31	1.1	4.2*	-14	0	-1
COc1ccc(C2=NN(Cc3c(F)cccc3Cl)C(=O)CC2)cc1	8	100	-0.1	90	30	0.0	0.82	9	-12	0
COc1ccccc1-n1c(CNC(=O)c2ccco2)nnc1SCC(=O)Nc1ccc(F)cc1	7	99	0.1	97	-10	1.5	1.2	4	0	-5
O=S(=O)(c1ccccc1Cl)N1CCCC1c1nc(-c2ccccc2Cl)no1 (configuration not stated)	6	97	-0.2	107	0	1.6	0.91	-8	-10	-4
O=[N+]([O-])c1cccc(N2Cc3ccccc3C2)c1	9	96	-0.3	118	21	4.8	1.2	-21	1	-3
Cc1c(NP(=O)(c2ccc(Br)cc2)c2ccc(Br)cc2)c(=O)n(-c2ccccc2)n1C	-3	104	-0.4	95	-19	-0.4	0.81	4	-20	-2
O=C(Cn1nc(C(F)F)cc1C(F)F)N/N=C/c1ccc2c(c1)OCO2	2	102	-0.1	102	-6	-7.0	1	-2	-12	-4
CCOc1cc(/C=N/Nc2nc(Nc3ccccc3)nc(N3CCCCC3)n2)ccc1OCC(=O)O	9	99	-0.1	104	-12	-0.4	1.3	-5	-6	0
Cc1ccc(NNC(=O)C(O)(c2cccc(C(F)(F)F)c2)c2cccc(C(F)(F)F)c2)cc1	-4	107	-0.2	99	-20	1.1	1.2	1	6	-3
CC(=O)Nc1ccc2nc(NC(=O)c3cccnc3)sc2c1	4	100	0.0	120	32	-0.6	1.2	-23	5	1
COc1ccc(OC)c2c1CCC2=O	6	98	-0.4	100	-8	2.3	1.2	0	7	-7
CCCCN(C)S(=O)(=O)c1c(C)[nH]c(=O)[nH]c1=O	2	99	-0.2	98	-12	0.3	0.9	2	-3	-3
CC(C)CC(=O)Nc1nc2c(c(=O)[nH]1)CCCC2	-4	105	0.1	92	3	-4.0	1	9	3	-3
CCc1ccc(N/C(SCc2ccccc2C)=C(/C#N)C(=O)NCc2ccco2)cc1	-3	107	-0.3	98	-19	-3.3	1.1	2	3	-4
Cc1nn(Cc2ccccc2)c(Cl)c1/C=C/C(=O)OC(C(=O)NC(N)=O)C(C)C (configuration not stated)	5	100	-0.3	99	-4	0.0	1.1	1	-4	1
COCCOC(=O)C1=C(C)OC(N)=C(C#N)C1c1ccc2c(c1)OCO2 (configuration not stated)	-4	103	-0.7	93	-3	-3.1	0.85	8	-6	-6
CN(C)CCNC(=O)/C=N/O	12	87	-0.4	92	9	0.5	1	9	-2	-3
CCC(=O)NCC(=O)OCC(=O)c1ccccc1	1	100	-0.5	103	-2	-0.1	1.1	-3	-5	0
Cc1ccc2c(Cl)cc(Cl)c(OCC(=O)NCCc3ccccn3)c2n1	0	101	-0.1	89	0	-3.3	1.1	10	8	2
COCCNC(=O)CN1CCC(NC(=O)Nc2ccc(C(F)(F)F)cc2)CC1	0	103	-0.2	103	-10	0.5	0.91	-3	5	0
Cc1nn(-c2ccccc2)c2c1C(c1ccc(Cl)cc1)N(c1ccccc1)C(=O)N2 (configuration not stated)	4	99	-0.4	108	1	0.1	1.2	-9	6	-1
Cc1ccc(C)n1-c1ncn[nH]1	13	93	0.5	103	7	-0.5	1.1	-3	-11	-8
COC(=O)c1ccc(OC(=O)CCc2cc(OC)c(OC)c(OC)c2)cc1	-7	106	-0.3	106	-34	-0.9	0.95	-6	-6	-12
CCN(CC)S(=O)(=O)c1cccc(C(=O)NC(C(=O)Nc2nnc(C3CC3)s2)C(C)C)c1 (configuration not stated)	10	97	-0.3	102	-8	-1.4	0.98	-3	0	1
COc1ccc(NC(=O)CCCN2C(=O)CCC2=O)cc1Cl	-2	104	-0.4	97	-12	0.8	1.3	1	-2	-4
COCCCNC(=O)/C=C1\Sc2ccccc2N(Cc2ccccc2F)C1=O	-7	112	0.1	99	22	-0.4	1.6	-1	22	0
Cn1c(SCC(=O)O)nc2ccccc2c1=O	3	100	-0.3	97	1	2.5	1.1	3	11	0
Cc1ccc(N(CC(=O)Nc2ccc(S(=O)(=O)N3CCOCC3)cc2)S(C)(=O)=O)cc1C	9	99	-0.6	104	-8	-0.2	1	-4	19	-6
CCOC(=O)c1cc(C(=O)OCC)c(=O)[nH]c1C	1	102	-0.3	94	-6	2.4	1.1	6	-3	-2
CCc1ccc(-c2nc(CN3CCC(C(=O)NCc4ccccc4OC)CC3)c(C)o2)cc1	4	105	-0.2	103	1	1.1	0.62	-3	4	0
c1ccc(CN2CN=C(Nc3nc4ccccc4s3)NC2)cc1	11	94	0.0	95	1	0.2	1	5	-1	0
CC(C)(C)C(=O)Nc1nnc(Cc2ccccc2)s1	-1	104	-0.3	98	-26	0.6	1.3	2	3	2
O=C(COc1ccc(Cl)cc1)NC1CCSC1=O (configuration not stated)	0	104	0.1	114	2	-0.3	1.2	-15	0	0

A section from the list above, as a working copy:
SMILES	STAT3 blocker	STAT3 act	Hsp70 activator	STAT1 activator	APP 5'UTR act	DTT redox prof	NF-kB neuron act	STAT1 blocker	TLR4 MyD88 comp	Efa HMGR inh
Cc1ccc(C)n1-c1ncn[nH]1	13	93	0.5	103	7	-0.5	1.1	-3	-11	-8
COC(=O)c1ccc(OC(=O)CCc2cc(OC)c(OC)c(OC)c2)cc1	-7	106	-0.3	106	-34	-0.9	0.95	-6	-6	-12
CCN(CC)S(=O)(=O)c1cccc(C(=O)NC(C(=O)Nc2nnc(C3CC3)s2)C(C)C)c1 (configuration not stated)	10	97	-0.3	102	-8	-1.4	0.98	-3	0	1
COc1ccc(NC(=O)CCCN2C(=O)CCC2=O)cc1Cl	-2	104	-0.4	97	-12	0.8	1.3	1	-2	-4
COCCCNC(=O)/C=C1\Sc2ccccc2N(Cc2ccccc2F)C1=O	-7	112	0.1	99	22	-0.4	1.6	-1	22	0
Cn1c(SCC(=O)O)nc2ccccc2c1=O	3	100	-0.3	97	1	2.5	1.1	3	11	0
Cc1ccc(N(CC(=O)Nc2ccc(S(=O)(=O)N3CCOCC3)cc2)S(C)(=O)=O)cc1C	9	99	-0.6	104	-8	-0.2	1	-4	19	-6
CCOC(=O)c1cc(C(=O)OCC)c(=O)[nH]c1C	1	102	-0.3	94	-6	2.4	1.1	6	-3	-2
CCc1ccc(-c2nc(CN3CCC(C(=O)NCc4ccccc4OC)CC3)c(C)o2)cc1	4	105	-0.2	103	1	1.1	0.62	-3	4	0
c1ccc(CN2CN=C(Nc3nc4ccccc4s3)NC2)cc1	11	94	0.0	95	1	0.2	1	5	-1	0
CC(C)(C)C(=O)Nc1nnc(Cc2ccccc2)s1	-1	104	-0.3	98	-26	0.6	1.3	2	3	2

Following part.
SMILES	STAT3 blocker	STAT3 act	Hsp70 activator	STAT1 activator	APP 5'UTR act	DTT redox prof	NF-kB neuron act	STAT1 blocker	TLR4 MyD88 comp	Efa HMGR inh
CCCS(=O)(=O)N1CCN=C1SCc1cccnc1	7	95	-0.5	101	31	0.5	1.3	-2	6	-2
CCNCc1ccc(OCc2ccccc2F)c(OC)c1	9	93	-0.3	104	9	-0.1	1.7	-4	-5	1
COC(C(=O)N/N=C(\C)CC(=O)Nc1ccc(Cl)cc1C)c1ccccc1 (configuration not stated)	1	103	-0.2	95	3	-0.3	0.94	4	-3	-2
C/C(=N\NC(=O)C(N)=O)c1ccc(OC(F)F)cc1	7	100	-0.2	107	-2	-2.0	1	-9	2	-1
COC(=O)c1ccc(NC(=O)Nc2ccc(C)cc2)cc1	0	103	-0.2	113	-24	0.1	1.5	-14	2	-4
CCOc1ccc(S(=O)(=O)Nc2ccc(S(=O)(=O)N3CCCCC3)cc2)cc1	-1	103	-0.4	99	15	-7.5	0.85	1	-4	-3
CN(Cc1cc2ccccc2[nH]c1=O)C(=O)c1cccs1	1	102	-0.4	104	5	-0.6	1.6	-6	0	1
CCOC(=O)C(NC(C)=O)(Nc1ccc(S(=O)(=O)Nc2onc(C)c2C)cc1)C(F)(F)F (configuration not stated)	3	103	-0.3	109	·	2.4	1.1	-10	2	-8
CC(O)c1cc2c(cc1NC(=O)c1cnn3c1NC(c1ccco1)CC3C(F)(F)F)OCO2 (configuration not stated)	4	98	-0.5	94	8	-0.6	1.2	6	5	-2
N#Cc1cc2c(nc1SCc1ccccc1)CCCC2=O	18	88	-0.4	102	13	2.0	1.1	-2	4	-7
O=C(CN1CCCCC1)Nc1cccc(Oc2ccccc2)c1	-6	102	-0.3	102	-5	0.2	1.1	-3	8	-5
O=C(CSc1ccccc1)NCc1ccco1	-8	108	0.1	108	4	0.9	1.2	-6	-8	1
CCOC(=O)C1=NN(C(=O)c2ccco2)C2(CC2)C1	-3	103	-0.2	95	8	0.0	0.86	6	2	-2
O=C(NNc1c2ccccc2nc2ccccc12)c1ccccc1O	6	95	-0.3	108	-1	0.3	1	-9	-7	2
CC1(CCc2ccccc2)NC(=O)N(CC(=O)Nc2ccc3c(c2)OCCO3)C1=O (configuration not stated)	8	98	-0.1	109	8	-0.8	0.83	-8	-12	1
CC(C)NC(=O)C(=O)NCCN1CCN(C(=O)c2ccc(C(C)(C)C)cc2)CC1	-7	107	-0.3	102	5	0.1	1.1	-5	-7	-6
O=C(NC1CCCCC1)C1(c2ccccc2)CC1(Cl)Cl (configuration not stated)	4	97	-0.5	87	15	-1.1	1.2	14	-10	-7
COc1ccc(NC(=O)CSc2nc3c(c(=O)n2-c2ccc(F)cc2)SCC3)c(OC)c1	-3	103	0.7	96	9	1.0	1	4	-10	0
COc1ccc(/C=C(/NC(C)=O)C(=O)O)cc1	19	90	-0.3	95	-1	-4.5	1.4	6	3	-5
COc1ccc(-n2c(C)nc3c(cnn3-c3ccc(C)c(C)c3)c2=O)cc1	16	91	-0.1	113	2	0.6	1.3	-15	-16	-1
CCn1c(N)c(C(=O)NCc2cccnc2)sc1=S	8	95	-0.2	97	-11	-0.4	1.2	3	-18	-8
O=C(CCN1CCN(c2ccccc2)CC1)NNC(=S)Nc1ccccc1	19	89	-0.1	87	4	0.1	0.91	12	-5	-5
O=C(NCCc1c[nH]c2ccccc12)C1CCC(Cn2c(=S)[nH]c3ccccc3c2=O)CC1 (configuration not stated)	18	91	-0.2	102	2	0.2	0.75	-2	7	1

From PubChem
